EP2 mod = EP2 receptor (human) modulation. EP2-expressing cells, cAMP HTRF FRET, PGE2 co-stimulation. induction, % at 25 µM. 260,000 tested, 0.83% active. AID 940;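 active = compounds whose cAMP rise, as percent of the full-agonist control response, exceeds 60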;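 also: rat C6 glioma line stably carrying human EP2 under a CMV promoter; the protocol text gives 20 µM as final concentration; 100% = response of wells given 1 µM PGE2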
m-calpain inh = blocks pig calpain II enzyme activity | purified calpain II, fluorogenic peptide substrate, 30 min | inhibition, % at 16 µM | 220,000 tested, 0.37% active;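 active = inhibition above about 50%, limit read from the data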
TRPML3 ag = agonists of human TRPML3 channel | Q8TDD5 | HEK293 TRPML3-YFP, Fluo-8 calcium fluorescence; 100% = the carbachol control signal | 220,000 tested, 0.29% active | AID 1448 | activation, % at 3 µM;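 active = activation above its plate's cutoff, the mean activation of the plate's test wells plus 3 SD, cut at about 12% in these data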;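 also: 0% = DMSO only wells and 100% = carbachol wells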
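Test system – HEK293 line with stable expression of human TRPML3-YFP channel · Control set – carbachol 87 µM final as high control (100%), DMSO as low control (0%) · Signal – Fluo-8 calcium dye fluorescence, ex 470-495, em 515-575 nm · Incubation – 1-h 37 °C dye load, 5-s basal, 120-s post-compound reads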
BaF3 parental = reduces parental Ba/F3 cell viability, JAK2V617F counter-screen; CellTiter-Glo ATP luminescence; inhibition, % at 5.6 µM; 220,000 tested, 1.1% active; AID 1486;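 active = inhibition above a per-campaign cutoff, the mean inhibition of all tested compounds plus 3 SD, cut at about 27% in these data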;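 also: 0% = DMSO wells and 100% = JAK Inhibitor I control wells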
S1P4 antag = antagonists of human S1P4 receptor | O95977 | S1P4-expressing cells, antagonist mode, reporter read-out | inhibition, % at 4.98 µM | 220,000 tested, 0.26% active; in the data active = inhibition above about 29%;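 also: 0% = wells stimulated with agonist and 100% = vehicle wells without agonist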
zfTRPN1 agonist = activates the zebrafish TRPN1 channel; 220,000 tested, 0.18% active; activation, % at 3 µM; HEK293 zebrafish TRPN1-YFP, Fluo-8 calcium fluorescence; 100% = response to 87 µM carbachol;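 active = activation above its plate's cutoff, the mean activation of test wells on that plate plus 3 SD, cut at about 19% in these data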;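 also: 0% = DMSO alone and 100% = 87 µM carbachol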
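Assay system: Zebrafish TRPN1-YFP in HEK293 cells | Incubation: Dye loading 1 h at 37 °C, then 30 min room temperature | Measured by: Kinetic Fluo-8 fluorescence, ex 470-495, em 515-575 nm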
Ba/F3 V617F tox = reduce viability of Ba/F3 cells dependent on JAK2V617F. 220,000 tested, 1.1% active. Ba/F3 EpoR-JAK2V617F viability, ATP luminescence. inhibition, % at 5.6 µM;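 active = inhibition above the campaign mean plus 3 SD over all tested compounds, cut at about 24% in these data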;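 also: cytokine-independent growth of Ba/F3 cells driven by EpoR plus mutant JAK2; 0% = DMSO-treated cells and 100% = JAK inhibitor I control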
PERK inh = human PERK inhibition, primary cell-based screen. Q9NZJ5. CHO PERK-DD fusion, SEAP luminescence translation reporter. inhibition, % at 5.6 µM. 220,000 tested, 0.17% active. AID 1416;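 active = inhibition above the mean inhibition of all tested compounds plus 3 SD, set separately per screening campaign, cut at about 2.9% in these data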;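 also: PERK kinase domain activated by AP20187 dimerizer at 100 nM; 0% = DMSO with dimerizer and 100% = rapamycin at 8.4 µM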
Target sequence (Q9NZJ5 whole entry, looked up, the tested form may be a part): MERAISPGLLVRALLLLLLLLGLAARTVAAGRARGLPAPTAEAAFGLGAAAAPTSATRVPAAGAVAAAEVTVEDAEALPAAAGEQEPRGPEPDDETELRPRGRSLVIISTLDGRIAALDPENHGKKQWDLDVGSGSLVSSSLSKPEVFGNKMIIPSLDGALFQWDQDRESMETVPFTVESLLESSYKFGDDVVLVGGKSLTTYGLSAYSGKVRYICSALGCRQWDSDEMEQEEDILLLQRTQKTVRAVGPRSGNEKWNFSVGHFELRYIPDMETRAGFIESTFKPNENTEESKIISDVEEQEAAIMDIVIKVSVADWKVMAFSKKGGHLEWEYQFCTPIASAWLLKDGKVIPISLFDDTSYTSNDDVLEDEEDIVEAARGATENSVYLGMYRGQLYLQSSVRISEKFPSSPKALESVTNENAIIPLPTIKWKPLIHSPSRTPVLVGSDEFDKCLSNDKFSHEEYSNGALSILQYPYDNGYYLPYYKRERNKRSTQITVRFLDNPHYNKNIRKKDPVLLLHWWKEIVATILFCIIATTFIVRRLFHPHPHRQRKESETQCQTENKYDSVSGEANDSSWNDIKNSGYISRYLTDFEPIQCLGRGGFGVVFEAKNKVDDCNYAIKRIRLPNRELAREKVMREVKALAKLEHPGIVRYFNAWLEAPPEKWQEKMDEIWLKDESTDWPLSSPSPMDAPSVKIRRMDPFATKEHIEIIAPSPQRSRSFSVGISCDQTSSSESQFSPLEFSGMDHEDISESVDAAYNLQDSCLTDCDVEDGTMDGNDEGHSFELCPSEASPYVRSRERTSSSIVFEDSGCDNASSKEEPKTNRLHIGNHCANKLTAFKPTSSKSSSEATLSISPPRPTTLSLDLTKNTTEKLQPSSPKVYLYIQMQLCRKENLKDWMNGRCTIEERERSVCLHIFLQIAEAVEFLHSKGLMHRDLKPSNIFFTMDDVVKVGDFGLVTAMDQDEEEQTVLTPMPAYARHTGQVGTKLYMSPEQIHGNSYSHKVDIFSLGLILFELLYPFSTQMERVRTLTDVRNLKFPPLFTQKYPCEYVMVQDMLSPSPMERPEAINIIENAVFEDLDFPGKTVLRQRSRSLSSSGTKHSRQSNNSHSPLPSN
S1P4 agonist = human S1P4 receptor agonism; O95977; S1P4-expressing cell line, agonist reporter assay; activation, % at 4.98 µM; 220,000 tested, 0.35% active; in the data active = activation above about 11%;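 also: 0% = DMSO vehicle and 100% = reference agonist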
An asterisk follows results filed as active; i = inactive; & = joins results of further samples.

Every second line gives: EP2 mod	m-calpain inh	TRPML3 ag	BaF3 parental	S1P4 antag	zfTRPN1 agonist	Ba/F3 V617F tox	PERK inh	S1P4 agonist
- COc1ccc(/C=C/C(=O)Nc2ccc(-n3nncc3-c3ccccc3)cc2)cc1OC
 : -4	-95	0.2	9	-10	3.0	4	-0.3	-1.4
- c1ccc2c(c1)nc1n2CCN1
 : 11	11	0.6	-1	-4	0.5	0	0.4	-0.6
- Cc1cc(F)ccc1NCc1ccc([N+](=O)[O-])cc1
 : -1	10	-0.1	8	-7	-1.8	2	0.3	0.0
- COc1ccc(N2CCN(c3ccc([N+](=O)[O-])cc3Cl)CC2)cc1
 : -6	-12	0.9	1	-14	0.0	0	0.8	0.3
- COc1ccc(C(=O)Nc2cc(C(F)(F)F)ccc2-n2cnc3ccccc32)cc1
 : 1	-1	-0.2	5	-15	-2.5	3	-0.2	2.6
- CCOC(=O)c1sc(=NC(=O)c2ccc(OC)c(OC)c2)n(C)c1C
 : 26	-121	0.0	-2	-9	1.5	1	0.9	-0.4
- CCCCOC(=O)n1c(=O)oc2ccc(S(=O)(=O)N3CCCCC3)cc21
 : 52	-2	1.0	1	1	4.0	-1	-0.4	-0.5
- COc1cc(NC(=O)CCCl)cc(-n2cnnn2)c1
 : -16	32	1.1	6	-2	3.0	4	0.4	1.4
- COc1ccc(S(=O)(=O)Nc2ccccn2)cc1OC
 : 0	-4	1.0	2	-11	1.3	0	0.4	1.3
- CCSCc1nnc(SCC(=O)Nc2cc(F)ccc2C)n1C
 : 5	4	0.1	3	-16	0.2	0	0.3	-0.9
- Fc1ccc(COc2cccc(-c3n[nH]c(=S)o3)c2)cc1
 : -8	-4	0.3	5	-26	0.2	2	0.8	0.2
- Cc1ccc(Oc2nc(CN3CCOCC3)nc3sc4c(c23)CCC(C)C4)cc1 (centres undefined)
 : 9	-27	0.4	5	-83	0.3	-3	-0.3	0.0
- Cc1[nH]c2ccccc2c1C(=O)CSc1nc2cc(S(=O)(=O)N3CCCCC3)ccc2o1
 : -1	-263	0.1	-2	-1	0.4	-3	0.7	-0.1
- CCc1ccc(NC(=O)CSc2nc3ccccc3c(=O)n2CCCC(=O)NCCCN2CCOCC2)cc1
 : -14	-85	0.3	5	-15	0.4	1	-0.9	0.1
- Cc1cc(C(=O)CN2C(=O)NC(CC(C)C)C2=O)c(C)n1-c1ccccc1F (centres undefined)
 : 9	-11	0.1	8	8	0.7	0	-0.3	2.6
- CC1(C)CC(C)(O)N(Cc2ccccc2)C(=S)N1 (centres undefined)
 : 14	-3	0.8	7	-11	0.7	-3	1.1	-0.1
- Cc1ccc(-c2nc(C=Nc3cccc(C)c3)c(O)o2)cc1
 : 9	-27	0.9	7	0	0.1	2	1.1	0.2
- CC1=CN2C(=N)/C(=C/c3ccc(Sc4ccc(Cl)cc4)o3)C(=O)N=C2S1
 : 12	21	0.0	4	-29	0.0	4	0.0	6.5
- CC(SCc1ccccc1)C(=O)Nc1ccc(F)cc1 (centres undefined)
 : -32	3	-0.7	5	-18	-3.1	1	1.8	-1.1
- NS(=O)(=O)c1ccc(NC(=O)C2COc3ccccc3O2)cc1 (centres undefined)
 : -30	-7	1.1	7	-3	0.3	1	1.7	0.1
- COc1ccc2oc(=Nc3ccc(C(=O)O)cc3)c(C(=O)NCc3ccco3)cc2c1
 : -36	14	0.9	-2	-9	-0.6	-4	0.1	1.1
- COc1cccc(C2=NNC(=NCc3ccccc3)SC2)c1
 : -31	6	-0.2	-1	10	-0.4	-3	-0.6	0.2
- O=C(COc1ccc(Cl)cc1Cl)NC1CCSC1=O (centres undefined)
 : -40&-51	29	0.8	0	14	0.1	0	0.1	0.2
- O=C(CNc1ccc(Cl)cc1)NNC(=S)NCc1ccccc1
 : -29	4	0.0	2	5	0.7	0	0.4	0.2
- CCOC(=O)c1sc2nc(C(C)C)c3c(c2c1N)CC(C)(C)OC3
 : 4	i	0.7	2	0	0.8	-4	-0.5	-2.7
- COc1ccc(CNC(=O)OCCN2CCN(S(=O)(=O)c3ccc(C)cc3)CCC2=O)cc1
 : 6	18	-0.2	3	15	0.6	5	-1.2	0.9
- Cc1ccc(/C=N/NC(=S)NC2CCS(=O)(=O)C2)cc1 (centres undefined)
 : -5	17	-0.8	2	3	0.7	-2	0.8	-1.5
- CCN(CC)CCCOC(=O)C(c1ccccc1)c1ccccc1
 : -30	24	0.7	-1	-2	0.0	0	-0.1	0.2
- S=C1SCN(Cc2cccnc2)CN1Cc1cccnc1
 : 7	19	-0.1	51*	13	-1.4	86*	-0.3	-0.3
- CCCn1nc(C(=O)Nc2nc3ccccc3[nH]2)c2ccccc2c1=O
 : -13	13	-0.6	8	-11	0.6	7	-0.9	-1.3

Looked up above:
CCOC(=O)c1sc(=NC(=O)c2ccc(OC)c(OC)c2)n(C)c1C @ TRPML3 ag = 0.0
COc1cccc(C2=NNC(=NCc3ccccc3)SC2)c1 @ zfTRPN1 agonist = -0.4

Next records follow.
Every second line gives: EP2 mod	m-calpain inh	TRPML3 ag	BaF3 parental	S1P4 antag	zfTRPN1 agonist	Ba/F3 V617F tox	PERK inh	S1P4 agonist
- Cc1ccc2[nH]c(=O)cc(C(=O)OC(C)C)c2c1
 : 15	-212	0.6	9	1	1.3	2	-0.4	-0.2
- Cc1cc(C)cc(NC(=O)c2oc3ccccc3c2COc2ccccc2)c1
 : 55	19	0.8	9	0	0.0	5	-1.3	0.5
- CCC(=O)N1CCN(c2ccc(NC(=O)c3ccc(-c4ccccc4)cc3)cc2)CC1
 : 28	-165	0.7	6	-7	1.3	3	-1.1	-0.8
- C#CCOCCOCCOCCNc1nc(N2CCN(C(=O)[C@H]([C@@H](C)CC)n3cc([C@@H](N)CC(C)C)nn3)CC2)nc(N2CCN(C(=O)[C@H](Cc3cc4ccccc4[nH]3)n3cc([C@@H](N)Cc4ccc(O)cc4)nn3)CC2)n1
 : -19	-23	0.8	0	10	0.7	2	-0.1	0.1
- CCn1nnnc1NCc1ccc(OCc2c(F)cccc2Cl)c(OC)c1
 : -3	-3	0.2	4	-6	1.6	-2	0.1	0.8
- COc1ccc(OCCOC(=O)c2ccc(-n3cnnn3)cc2)cc1
 : -27	13	0.5	0	-9	-0.7	-3	0.7	0.1
- O=C(O)c1cc(S(=O)(=O)N2CCCCC2)ccc1F
 : 14	-14	-0.1	8	6	0.1	6	0.5	-0.1
- CCOC(=O)C1CCN(C(=O)COc2ccc(Cl)cc2)CC1
 : -45&-24	-14	-0.6	1	-9	0.5	-3	-0.2	2.2
- COc1ccc(NC(=O)COc2ccc3c(c2)CCC3)cc1
 : -41	19	-0.2	10	-16	-1.8	2	1.3	1.9
- O=C(NCC1CCCO1)C1CCN(C2CCN(C(=O)CC3CCCC3)CC2)CC1 (centres undefined)
 : 7	-13	0.1	1	12	1.6	0	1.5	-0.1
- COc1ccc(Nc2nc(N)nc(CN3CCC(Cc4ccccc4)CC3)n2)cc1
 : -11	-1	-0.1	7	-5	-0.1	4	-1.1	0.9
- NC(=O)Nc1ccc(Cl)cc1
 : 23	-11	0.8	-2	-23	1.2	-1	2.9	0.0
- O=S(=O)(NC1CCCCCC1)c1cccc2cccnc12
 : -1	4	33*	5	-11	-0.7	3	-0.3	0.3
- CCOc1ccc(N(C(=O)Nc2ccccc2)C2=NCCC2)cc1
 : -44	7	-0.1	3	1	1.8	-3	0.8	2.0
- O=c1c2ccccc2c(/C=N/n2cnnc2)c(O)n1-c1ccccc1
 : 8	-227	-0.2	1	-8	1.2	-1	-0.1	2.2
- CCCOC(=O)c1ccc(NC(=O)c2cnccn2)cc1
 : -7	-81	0.8	1	-6	1.4	-3	0.0	1.6
- O=C1CCC([N+](=O)[O-])C(c2cccc(Br)c2)N1 (centres undefined)
 : 0	1	0.7	-1	-7	0.8	-5	0.3	0.8
- CC1=C(C(=O)OCC2CCCO2)C(c2ccncc2)C2=C(CC(C)(C)CC2=O)N1 (centres undefined)
 : 26	-477	-0.1	4	-20	0.4	2	-0.9	1.8
- COc1ccc(OCC(=O)Nc2ccc(N3CCCCC3)cc2)cc1
 : -6	-31	0.3	3	9	0.0	-6	1.1	-0.5
- O=C(NCCOc1ccccc1)c1cncc(Br)c1
 : -21	4	0.0	5	3	0.3	0	0.5	-0.2
- CNC(=S)NNC(=O)c1ccc2c(c1)OCO2
 : -12	12	0.8	10	-2	0.6	6	1.3	0.3
- CC(=O)N1CCc2cc(S(=O)(=O)NCCC(=O)N3CCN(c4ccccn4)CC3)ccc21
 : 17	-4	-0.8	1	0	-1.1	-4	-0.6	1.1
- CCOc1ccc(C(CC(=O)O)NC(=O)C2c3ccccc3Oc3ccccc32)cc1 (centres undefined)
 : 18	23	0.3	7	-1	1.0	2	0.8	-0.9
- O=c1[nH]c2ccccc2s1
 : -6	-18	0.0	5	-5	-0.8	1	1.9	-5.9
- CN(C)c1ncc(CN2CCC(CO)(CCCc3ccccc3)CC2)s1
 : -37	-10	0.3	2	-3	-0.3	-3	-1.0	-0.3
- COc1ccccc1/C=N/NC(=O)CCn1cnc2ccccc21
 : 4	9	-0.1	10	-18	1.0	1	0.5	3.8
- COc1cccc(C(=O)NNC(=S)NC2CCCCC2)c1
 : -12	7	0.7	7	-17	-1.9	-1	0.8	1.3
- COCCNC(=O)CCC(=O)NNc1nc2ccccc2c2nc(C)nn12
 : 25	-30	0.8	4	-17	0.3	0	0.3	2.1
- CCCCOc1ccc(CSCCNC(=S)Nc2ccccc2)cc1
 : 17	3	1.9	9	-10	-1.2	-2	0.6	0.1
- CCc1ccc2c(c1)cc(CN(C(=S)Nc1ccc(Cl)cc1)C1CC1)c1nnnn12
 : 24	-49	1.2	4	3	0.1	1	0.2	-1.4
- Cc1ccc2cccc(S(=O)(=O)N3CCN(c4cccc(Cl)c4)CC3)c2n1
 : 3	9	0.1	2	-12	0.0	-2	-0.4	2.6
- CCOCC(=O)Nc1ccc(OCc2ccccc2)cc1
 : 9	-17	-0.1	-2	0	0.1	1	0.2	2.1
- O=C1c2ccccc2C2(c3ccccc3)NCCCN12 (centres undefined)
 : 18	-16	-0.1	7	-9	0.5	1	0.4	0.1
- COc1ccc(-c2cnc(SCC(=O)Nc3ccc4c(c3)OCO4)n2Cc2ccco2)cc1
 : 23	44	-0.6	2	7	-1.2	0	-1.2	-2.4
- O=c1[nH]cnc2c1nc(SCc1ccccc1)n2C1OC(CO)C(O)C1O (centres undefined)
 : 10	-45	0.1	2	-17	2.3	-2	0.9	1.5
- CCOc1cc(C(=O)Nc2c3c(nn2C(C)(C)C)CS(=O)C3)cc(OCC)c1OCC (centres undefined)
 : 8	16	0.4	4	-14	1.1	0	1.0	1.0
- COc1ccc(/C=C/C(=O)NCc2nc3ccccc3[nH]2)cc1OC
 : -16	-66	0.5	-1	-12	-1.4	-2	0.5	-0.8
- Cc1[nH]nc(SCC(=O)NCCc2ccccc2)c1[N+](=O)[O-]
 : -25	0	-0.1	5	-14	2.7	0	0.2	4.5
- N#Cc1ccccc1NC(=O)COC(=O)c1ccc2c(c1)OCCO2
 : -24	-4	-0.7	2	9	1.6	1	2.4	0.1
- COc1ccc([C@H](C)NC[C@H](O)c2ccc(O)c(NC=O)c2)cc1
 : 81*	-23	2.4	2	4	-0.9	4	1.5	1.0

Screens from PubChem.
